Screening results deposited in PubChem BioAssay by several laboratories.
rCAG RNA binder – r(CAG) repeat RNA binding. TO-PRO-1 dye displacement fluorescence. 1.3% of 370,000 active. AID 651821. inhibition, % at 3 µM;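 active = inhibition above the plate cutoff, the mean of all test compounds on that plate plus 3 SD, cut at about 35% in these data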;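 note: 0% = DMSO alone and 100% = 100 µM mitoxantrone as full dye displacement; higher means more dye released from RNA so lower well fluorescence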
TCR-CD3 inh – human TCR-CD3 binding inhibition; TAMRA-labeled TCR probe fluorescence, biochemical; inhibition, % at 9.4 µM; 0.37% of 360,000 active; AID 651800; in the data active = inhibition above about 19%;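 note: recombinant mutant TCR 2C K166C tagged with TAMRA read by polarization; 0% = receptor in buffer alone and 100% = receptor with positive control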
ABHD4 inh – inhibitors of mouse ABHD4 | inhibition, % at 8.92 µM | purified mABHD4, FP-Rh probe fluorescence polarization | 0.54% of 370,000 active | AID 720543 | Q8VD66;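 active = inhibition exceeding the mean over every tested compound plus 3 SD, cut at about 30% in these data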;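 note: 0% = plate median of compound wells and 100% = S159A mutant with DMSO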
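Test system: mABHD4 protein; Read-out basis: % inhibition; Incubation: 45 min + 60 min at 25 °C; Repeats: single replicate; Technique: fluorescence polarization with parallel and perpendicular emission, 525/598 nm; Compound: 8.92 µM, single dose; Benchmarks: full inhibition S159A mutant plus DMSO, zero as sample-well median.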
PRMT1 FP inh – PRMT1 (human) inhibition, primary screen | recombinant PRMT1, activity-based probe fluorescence polarization | AID 652257 | inhibition, % at 2.79 µM | 1.3% of 370,000 active;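 active = inhibition above about 21% made by adding two undisclosed values, limit read from the data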
HTRA1 inh – blocks human HTRA1 serine peptidase. recombinant HTRA1, FP-rhodamine activity-based probe, fluorescence polarization. inhibition, % at 5.96 µM. 0.5% of 340,000 active. AID 504803; in the data active = inhibition above about 36%;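 note: 0% = enzyme with DMSO and 100% = wells lacking enzyme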
NR1D1 modulator – Rev-erb alpha (human) modulation; Rev-erbα–FITC-DNA binding, fluorescence polarization, 90 min; 0.79% of 370,000 active; AID 1259318; P20393; activity, % at 10 µM;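 active = activity above about 14%, limit read from the data; passing the limit was not always enough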;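 note: 0% = DMSO wells with 35 nM protein and 100% = DMSO wells with 750 nM protein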
LEDGF integ inh – blocks HIV-1 LEDGF/p75-dependent DNA integration | inhibition, % at 3.7 µM | 0.64% of 370,000 active | AID 743269 | TR-FRET IN-LEDGF/p75 DNA integration, Eu/Cy5;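 active = inhibition above the screen-wide mean plus 3 SD, cut at about 13% in these data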;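 note: signal is the Cy5 over europium emission ratio at 671 and 618 nm; 0% = plate median of compound wells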
PG9 binder – PG9 antibody binding by small molecule; TR-FRET gp120-PG9 antibody binding; 0.43% of 360,000 active; inhibition, % at 6.7 µM; in the data active = inhibition above about 8.5%
SIAE inh – inhibitors of human sialic acid acetylesterase SIAE; Q9HAT2; SIAE FP-Rh probe binding, fluorescence polarization; inhibition, % at 9.66 µM; 0.69% of 370,000 active; AID 1053197;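 active = inhibition above a cutoff: mean of compounds within the control limits plus 3 SD of those, cut at about 17% in these data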;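 note: 0% = plate median of compound wells and 100% = probe without SIAE protein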
Target sequence (Q9HAT2 whole entry, looked up): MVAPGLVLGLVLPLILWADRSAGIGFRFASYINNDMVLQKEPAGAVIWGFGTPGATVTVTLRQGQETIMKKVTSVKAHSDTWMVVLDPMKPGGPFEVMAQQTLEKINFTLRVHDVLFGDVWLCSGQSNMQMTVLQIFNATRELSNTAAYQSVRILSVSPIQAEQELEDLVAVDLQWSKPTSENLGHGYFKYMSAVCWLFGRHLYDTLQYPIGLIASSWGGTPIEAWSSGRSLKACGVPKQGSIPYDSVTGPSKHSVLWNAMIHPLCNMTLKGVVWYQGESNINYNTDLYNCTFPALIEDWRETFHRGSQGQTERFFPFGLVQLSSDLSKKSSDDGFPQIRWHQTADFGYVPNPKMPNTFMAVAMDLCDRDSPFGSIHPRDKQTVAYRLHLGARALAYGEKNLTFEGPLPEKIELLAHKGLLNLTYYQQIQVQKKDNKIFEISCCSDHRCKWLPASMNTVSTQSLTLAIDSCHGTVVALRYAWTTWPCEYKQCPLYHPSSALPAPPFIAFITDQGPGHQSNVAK
TDP2 inh – TDP2 (human) inhibition, absorbance primary screen; O95551; recombinant TDP2, T5PNP hydrolysis, p-nitrophenol absorbance 415 nm; inhibition, % at 12.8 µM; 0.34% of 370,000 active; AID 720702;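 active = inhibition above the mean of all tested compounds plus 3 SD, set per campaign, cut at about 25% in these data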;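 note: 0% = DMSO with enzyme and 100% = buffer with substrate but no TDP2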
Target sequence (O95551 whole entry, looked up): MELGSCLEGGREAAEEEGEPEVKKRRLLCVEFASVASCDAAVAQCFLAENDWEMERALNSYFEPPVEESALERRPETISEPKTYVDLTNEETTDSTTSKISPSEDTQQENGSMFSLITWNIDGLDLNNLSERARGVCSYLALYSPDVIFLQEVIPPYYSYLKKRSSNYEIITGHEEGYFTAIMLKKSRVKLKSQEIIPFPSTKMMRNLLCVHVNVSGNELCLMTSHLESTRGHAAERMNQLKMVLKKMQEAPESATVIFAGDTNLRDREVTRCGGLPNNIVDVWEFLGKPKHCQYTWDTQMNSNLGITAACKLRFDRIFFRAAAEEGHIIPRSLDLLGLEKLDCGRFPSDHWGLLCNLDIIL
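Read-out basis: percent inhibition. System: recombinant human TDP2. Buffer or medium: Mg2+-containing Tris-HCl buffer, pH 7.5. Repeats: single replicate. Timing: reaction 2 h, 37 °C. Benchmarks: high control without enzyme, low control DMSO plus TDP2. Probe or stimulus: 5 mM T5PNP. Doses: 12.8 µM only. Measured by: epi absorbance of p-nitrophenol freed from T5PNP by hydrolysis.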
Active calls of the source: *; . = no result given. The list is partial (hit frequency here may not be typical).

no.	mol	rCAG RNA binder	TCR-CD3 inh	ABHD4 inh	PRMT1 FP inh	HTRA1 inh	NR1D1 modulator	LEDGF integ inh	PG9 binder	SIAE inh	TDP2 inh
1	COc1ccccc1N1CCN(C(=O)c2ccc(N(C)S(=O)(=O)c3ccccc3)cc2)CC1	0	3	5	2	-3	-3	0	0.5	7	3
2	Cn1c(=O)c2ncn(CC(=O)NCCC3=CCCCC3)c2n(C)c1=O	0	-8	6	0	9	-1	-3	1.6	5	13
3	Cc1ccc(C2(c3ccccc3)NC(=O)N(CC(=O)NC3(C#N)CCCC3)C2=O)cc1C (stereo not given)	1	-2	13	3	0	4	-4	-1.9	-3	-19
4	O=C(Cc1ccc(Cl)cc1)Nc1ccccc1C(=O)Nc1ccc(C(=O)O)cc1	1	-7	-4	-1	-7	3	-3	1.7	-1	8
5	CC(C)(CS(=O)(=O)[O-])NC(=O)CC[N+](C)(C)CCO	-1	-5	4	0	1	2	39*	1.6	-4	-2
6	CC(=O)Nc1cccc(NC(=O)c2cc(C)on2)c1	2	4	2	2	0	-6	0	-1.0	0	10
7	CCCCCCCCNCCS(=O)(=O)NC1CCCCC1	-3	-5	12	-3	-2	-3	1	2.2	3	-8
8	CC(C)(C)C(=O)OC12CCCN(C1)/C(=C/c1ccc(Cl)cc1)C2 (stereo not given)	3	.	3	1	.	1	0	.	6	6
9	CC(C)N(CCCNC(=O)CC1Oc2ccccc2NC1=O)Cc1ccccc1 (stereo not given)	-3	2	-5	12	-9	-5	-2	-3.2	-1	-10
10	O=C(c1ccc(F)cc1F)N1CCN(S(=O)(=O)c2ccc3c(c2)OCCO3)CC1	-2	1	0	-6	0	0	3	-2.9	-4	-12
11	CN(C)c1nnnn1Cc1ccccc1	-3	-5	-4	4	3	3	-7	0.1	-4	-4
12	COC(=O)c1ccccc1NC(=O)C1CCN(S(=O)(=O)c2cc(OC)ccc2OC)CC1	-4	-4	-2	5	-12	5	-2	0.7	-4	-7
13	Cc1ccc(S(=O)(=O)NC2CCCCC2)cc1C(=O)N1CCC(C(N)=O)CC1	-1	9	2	-4	2	13	1	-2.0	1	-1
14	Cc1ccc(OCC(=O)NN=C2C3CC4CC(C3)CC2C4)cc1	0	-5	-2	4	-3	0	-3	-0.9	-5	-9
15	CCC(C)(C)n1nnnc1C(c1ccccn1)N1CCN(c2cccc(OC)c2)CC1 (stereo not given)	-4	0	6	1	-3	-4	-2	0.4	7	-4
16	O=S(=O)(NCc1ccc(F)cc1)c1ccc2c(c1)OCCO2	-1	3	-3	-2	1	2	1	2.1	-1	2
17	Cc1ccccc1-c1nc(P(=O)(c2ccccc2)c2ccccc2)c(N2CCOCC2)o1	1	7	-3	-4	-9	-1	5	-2.2	-1	0
18	CCOC(=O)N1CCN(C(=O)COc2ccc(Cl)c(C)c2)CC1	-7	9	0	-1	3	3	-1	-0.3	-5	-9
19	COc1ccc(/C(C)=N/NC(=O)CNC(=O)c2ccncc2)cc1	0	0	4	-8	-2	-3	0	-0.7	10	-3
20	CC1(C)Cc2nc3sc4c(SCC(=O)O)ncnc4c3cc2CO1	6	-1	-3	-1	7	1	5	-2.3	-1	8
21	CCOc1ccc(CNS(=O)(=O)c2cc(CN3C(=O)c4cccnc4C3=O)ccc2OC)cc1	1	12	-1	1	-6	-8	-1	0.0	2	9
22	CCCc1nn2c(=O)cc(CSCC(=O)Nc3cccc(OC)c3)nc2s1	-1	6	-7	2	6	0	0	-1.8	3	14
23	CC(=O)Nc1ccc(NCC(O)COc2ccccc2)cc1 (stereo not given)	4	8	1	-2	10	0	0	-4.7	6	12
24	CC(=O)NC1C2CN3CCN(C2)CC1(Cc1ccccc1)C3 (stereo not given)	0	2	7	-3	-1	-6	-2	-0.6	4	6
25	COc1ccc(C(=O)Nc2cccc(NC(C)=O)c2)cc1	0	2	-2	-3	.	9	7	1.1	-10	-7
26	Cc1ccc(C2C=C(c3ccc4c(c3)OCO4)Nc3ncnn32)cc1 (stereo not given)	5	-6	6	7	8	-1	-1	-0.4	4	3
27	O=C(N/C(=C/C=C\c1ccccc1)C(=O)N1CCOCC1)c1ccc(Br)cc1	0	-7	-4	1	-9	0	-2	-0.1	-3	7
28	COc1ccc(-c2ccc(SCC(=O)Nc3nnc(C)s3)nn2)cc1	-4	5	4	-4	0	0	5	0.0	4	14
29	CCC(=O)Nc1nnc(S(=O)(=O)N(CC(C)C)c2ccccc2)s1	3	4	-2	0	-6	-3	1	-2.4	-7	20
30	CCOC(=O)c1c(C)[nH]c(C(=O)COC(=O)CCSc2ccccc2)c1C	4	-5	-2	-1	-12	-4	0	1.5	6	-3
31	CC1CCCN(S(=O)(=O)c2ccc3c(c2)CCN3C(=O)C2CCC2)C1 (stereo not given)	5	4	-6	-1	-1	0	-3	0.2	-2	-1
32	NNC(=S)NCCc1ccccc1	1	-1	-1	1	-17	-3	-5	-1.1	4	15
33	O=C(CCl)Nc1cc(S(=O)(=O)N2CCOCC2)ccc1N1CCOCC1	0	-6	7	3	5	0	1	2.0	-4	-7
34	O=C(CCCOc1ccccc1)N1CCN(S(=O)(=O)c2ccccc2)CC1	1	4	2	0	10	3	-2	-0.6	4	-7
35	CC(C)c1ccc(CN2CCN(C(=O)CCl)CC2)cc1	-3	9	3	-3	-3	-7	-5	0.1	4	-2
36	COc1ccc(CNCc2ccncc2)c(OC)c1	-3	0	-4	0	-6	-2	2	-0.3	5	4
37	CC(C)OC(=O)c1ccc(NC(=O)c2ccco2)cc1	-3	-2	-5	-3	-2	3	-2	0.5	-1	9
38	CCOC(=O)Cn1c(=O)n(C2CCCC2)c(=O)c2ccccc21	-4	-1	2	2	-6	3	0	-0.7	-3	-5
39	CCOC(=O)C1CCN(C(=O)c2cccc(NS(=O)(=O)c3ccc(Br)cc3)c2)CC1	3	0	1	-2	8	-10	1	0.1	0	3
40	CC(=O)Nc1ccc(Sc2ncnc3scc(-c4ccccc4)c23)cc1	2	4	-9	35*	-15	-3	3	-2.3	0	0
41	Cc1sc2ncnc(NCCc3ccc(S(N)(=O)=O)cc3)c2c1C	4	8	-2	-3	-4	5	0	-0.3	-5	3
42	CN(Cc1cccc(Cl)c1Cl)C(=O)c1ccc(NC(=O)CC#N)cc1	12	5	-27	-1	-38	0	0	0.2	-18	-2
43	CCNC(=S)N1CCN(S(=O)(=O)c2ccc(C)cc2)CC1	-3	7	-3	-3	1	0	-4	0.3	2	2
44	CS(=O)(=O)N(CC(=O)N1CCN(c2ccccc2)CC1)c1cccc(Br)c1	-4	-5	-12	5	2	-2	-3	1.5	2	-8
45	Cc1ccc(S(=O)(=O)N2CCCCC2)cc1NC(=O)c1cc2ccccc2o1	11	3	-7	-1	-32	3	0	-2.0	-7	0
46	COc1cc(/C=N/NC(=O)c2cc(-c3ccc4c(c3)OCO4)n[nH]2)ccc1O	8	-10	5	4	-7	6	-1	0.1	-5	1
47	O=C(NNC(=O)C1CCC1)c1ccc(Cl)cc1	2	-1	-3	0	4	3	1	-2.5	-2	7
48	N=c1c(S(=O)(=O)c2ccc(Br)cc2)cc2c(=O)n3ccccc3nc2n1Cc1ccco1	27	-6	13	14	-24	-13	6	1.2	-25	0
49	CC(NC(=O)CC(O)(C(F)(F)F)C(F)(F)F)c1ccccc1 (stereo not given)	-3	4	-1	1	-10	1	0	0.2	-1	7
50	CC1Cn2c(nnc2-c2cccs2)S1 (stereo not given)	0	-2	-14	6	2	1	1	-1.2	-4	-6

Continued, overlapping the part above by 2 compounds.
no.	mol	rCAG RNA binder	TCR-CD3 inh	ABHD4 inh	PRMT1 FP inh	HTRA1 inh	NR1D1 modulator	LEDGF integ inh	PG9 binder	SIAE inh	TDP2 inh
49	CC(NC(=O)CC(O)(C(F)(F)F)C(F)(F)F)c1ccccc1 (stereo not given)	-3	4	-1	1	-10	1	0	0.2	-1	7
50	CC1Cn2c(nnc2-c2cccs2)S1 (stereo not given)	0	-2	-14	6	2	1	1	-1.2	-4	-6
51	C=CCN1C(=O)c2n[nH]c(COC)c2C1c1ccc(Br)cc1 (stereo not given)	1	2	9	-5	.	-2	2	-2.2	-4	0
52	COCCn1c(=O)[nH]c2cc(C(=O)NCCN3CCN(c4ccc(OC)cc4)CC3)ccc2c1=O	0	0	7	0	-3	-5	2	-1.6	7	-12
53	CC1=C(C(=O)N(C(C)C)C(C)C)CC(CC(=O)NCCc2ccccn2)C(=O)N1CCCN1CCCC1=O (stereo not given)	-2	-3	-7	11	.	0	-2	0.2	-5	4
54	O=C(NC1CCN(C(=O)Nc2cccc(F)c2)CC1)C1CCCCC1	-1	8	5	-5	4	1	0	-0.1	3	10
55	COc1ccccc1/C=C/C(=O)OCCN1CCOCC1	0	-6	-4	1	4	-2	-1	-3.3	1	-13
56	Cc1nn(-c2ccccc2)c(C)c1C(=O)OCC(=O)Nc1cccc(S(N)(=O)=O)c1	6	-3	-4	1	-6	2	-9	-0.6	-2	-2
57	CN(C)CCN(C(=O)c1ccc2c(c1)OCCO2)c1nc2cc3c(cc2s1)OCO3	-7	-4	-3	4	-3	-2	-3	-1.7	9	-1
58	CCOC(=O)c1csc(NC(=O)c2ccc(N3C(=O)CCC3=O)cc2)n1	-3	2	-3	-3	3	0	0	-0.6	4	-1
